Source: PubChem BioAssay
Vif inh: inhibitors of HIV Vif; HEK293T cells, Vif self-association by quenched fluorescence, imaging, 24 h; inhibition, % at 7.49 µM; hit rate 0.35% among 340,000; in the data active = inhibition above about 50%, passing the limit was not always enough; inconclusive = no clear call, values can overlap the other calls; inactive = below about 31%; also: some results filed as inactive read as strong as hits
PDI turbidity: PDI (human) enzyme inhibition | P07237 | PDI insulin aggregation turbidity, A650, 90 min | inhibition, % at 10 µM | hit rate 0.052% among 350,000;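 active = mean inhibition across replicates of 30% or more, whatever share of single replicates reach that level; inconclusive = mean inhibition below 30% while every single replicate reaches 30%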;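 also: absorbance from insulin aggregation driven by PDI reduction with DTT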
Target sequence (P07237 whole entry, looked up): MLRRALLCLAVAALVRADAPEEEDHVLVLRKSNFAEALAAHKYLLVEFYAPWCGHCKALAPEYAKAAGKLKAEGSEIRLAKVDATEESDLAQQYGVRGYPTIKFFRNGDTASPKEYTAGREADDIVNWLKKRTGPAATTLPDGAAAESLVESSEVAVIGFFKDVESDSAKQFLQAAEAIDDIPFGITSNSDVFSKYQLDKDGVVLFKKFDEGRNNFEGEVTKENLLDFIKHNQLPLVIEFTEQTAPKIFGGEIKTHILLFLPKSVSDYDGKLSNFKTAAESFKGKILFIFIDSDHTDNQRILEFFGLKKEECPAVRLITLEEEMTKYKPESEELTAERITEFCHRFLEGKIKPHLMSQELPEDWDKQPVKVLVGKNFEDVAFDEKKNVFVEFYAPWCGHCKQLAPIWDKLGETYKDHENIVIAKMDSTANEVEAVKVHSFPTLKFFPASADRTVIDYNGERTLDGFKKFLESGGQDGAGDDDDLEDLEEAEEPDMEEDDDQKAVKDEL
CaV13 ICDI inh: Disruptors of the CACNA1D IQ motif to Ca2+-dependent inactivation inhibitor domain association, primary screening, Förster resonance energy transfer in intact living …; HEK cells, CFP/YFP FRET ICDI-IQ, plate reader, 10 min; percent FRET-ratio fall versus neutral wells; hit rate 0.098% among 340,000; AID 743397; inhibition, % at 12.3 µM;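 active = mean replicate inhibition of at least 30% and at least 1% of replicates passing that level; inconclusive = only one of the two criteria is met; inactive = neither criterion is met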;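 also: 0% = median of the neutral control wells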
Glyco luc inh: blocks N-linked glycosylation in D54 reporter cells; D54 ERlucT glycosylation luciferase reporter, 24 h; percent of 100 nM tunicamycin response; reporter increase, % at 12.5 µM; hit rate 0.23% among 360,000; AID 588692;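 active = mean luciferase reporter signal, scaled so untreated is 0 and the glycosylation-blocking control 100, at or above a set limit in every replicate; inconclusive = mean reaches the limit but not every replicate does; inactive = mean below the limit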;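 also: luciferase carries N-glycosylation sites so blocking glycosylation raises the light; 0% = median of neutral control wells and 100% = median of 100 nM tunicamycin wells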
aDG glyco up: alpha-DG glycosylation activation | Pro5-aDG cells, alpha-DG glycosylation AlphaScreen (IIH6); 0% Pro5, 100% B10-LARGE cell signal | activation, % at 10 µM | hit rate 0.22% among 360,000 | AID 624168;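 active = activation of at least 8% versus controls, or a plate z-score of at least 8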;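 also: Pro5 are CHO cells carrying HIG-tagged alpha-DG that lacks glycosylation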
MC4R ag barr: human MC4R agonism via beta-arrestin; U2OS MC4R beta-arrestin complementation, luminescence; percent of melanotan II response, DMSO zero; P32245; hit rate 0.98% among 360,000; AID 540308; activation, % at 8.9 µM;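 active = activation above a per-plate cutoff, the mean activation of sample wells on that plate plus 3 SD, cut at about 8% in these data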
Target sequence (P32245 whole entry, looked up): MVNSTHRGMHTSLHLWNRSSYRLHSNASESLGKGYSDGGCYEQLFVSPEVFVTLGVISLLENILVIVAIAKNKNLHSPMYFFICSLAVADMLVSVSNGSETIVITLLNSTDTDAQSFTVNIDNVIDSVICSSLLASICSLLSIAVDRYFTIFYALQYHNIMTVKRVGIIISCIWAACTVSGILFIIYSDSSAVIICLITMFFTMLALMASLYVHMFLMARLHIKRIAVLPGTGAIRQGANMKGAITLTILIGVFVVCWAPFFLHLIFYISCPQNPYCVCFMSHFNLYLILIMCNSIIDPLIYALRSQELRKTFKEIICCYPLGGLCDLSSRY
MC4R antag cAMP: antagonists of human melanocortin 4 receptor (MC4R); P32245; MC4R-expressing cells, MTII-stimulated cAMP, LANCE TR-FRET; inhibition, % at 6.5 µM; hit rate 0.48% among 360,000; AID 540295;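 active = inhibition above its plate's cutoff, the mean of tested wells on that plate plus 3 SD, cut at about 29% in these data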;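 also: 0% = Melanotan II alone and 100% = Melanotan II plus saturating MCL0020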
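Assay system: human MC4R-expressing U2OS cells; reagent: Melanotan II stimulation of cells; dosing: 6.5 µM single dose; timing: compound 30 min, challenge 1 h, detection 1 h; signal: TR-FRET cAMP assay; replicates: one well per compound, no replicates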
HTR2A ag: agonists of mouse serotonin 5-HT2A receptor (HTR2A); CHO-K1 mHTR2A beta-arrestin complementation, luminescence; percent of 30 µM serotonin response; activation, % at 7.6 µM; hit rate 0.66% among 360,000; AID 624169;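 active = activation above a run cutoff, the mean activation of all tested compounds plus 3 SD, cut at about 14% in these data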;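 also: 0% = plate median of compound wells and 100% = 30 µM serotonin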
Cardio protect: protects H9c2 cardiomyocytes from peroxide injury | H2O2 injury protection, ATPLite, 2 h | protection from H2O2 cell death, % at 20 µM | hit rate 0.63% among 360,000;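 active = compounds giving at least 50% protection of heart cells from peroxide-induced death in the single-dose screen, raw or plate-pattern-corrected value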;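 also: 0% = DMSO wells with peroxide and 100% = DMSO wells without peroxide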
ABCB6 inh MLPCN: human ABCB6 transporter inhibition; Q9NP58; K562-ABCB6 porphyrin accumulation, flow cytometry, 1 h; stronger effect = lower value; fluorescence ratio to DMSO, % at 10 µM; hit rate 0.19% among 360,000; AID 602162;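 active = fluorescence ratio to DMSO below 75%, the collection mean minus 3 SD; inconclusive = too few cells collected in the well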;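 also: signal is porphyrin accumulated inside mitochondria; 100% equals median channel fluorescence of DMSO control wells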
* hit, by the source's call; ? = inconclusive; . = not tested or not shown.

Structure	Vif inh	PDI turbidity	CaV13 ICDI inh	Glyco luc inh	aDG glyco up	MC4R ag barr	MC4R antag cAMP	HTR2A ag	Cardio protect	ABCB6 inh MLPCN
Cc1ccnc2nc(C(=O)OCC(=O)N(CC(C)C)CC(C)C)nn12	-4	0	-4	2	0.1	1.5	22	3	5	99
COc1cccc(C(C)(O)c2nc(/C=C/c3ccccc3)cs2)c1 (stereo unspecified)	-15	3	-4	-1	0.0	0.1	3	-4	-7	88
CCOC(=O)c1c(C)n(C)c2ccc(OCC(O)CN3CCC(C)CC3)cc12 (stereo unspecified)	2	2	40*	2	0.2	1.4	1	-9	-2	98
O=C(NCc1ccc2c(c1)OCO2)C(=O)NCC1OCCN1S(=O)(=O)c1ccc(Cl)cc1 (stereo unspecified)	-3	-8	-2	-5	0.3	-1.1	1	3	-3	94
CC(=O)NC1(c2cccc(F)c2)CCN(C(=O)Nc2ccc(C#N)cc2)CC1	15	8	-5	0	0.0	-0.9	11	-7	3	94
Cc1[nH]c2ccccc2c1C(=O)COC(=O)c1ccc([N+](=O)[O-])s1	11	-3	-4	6	4.8	2.4	-3	-2	-23	103
O=C(O)CN1C(=O)NC2(CCc3ccccc32)C1=O (stereo unspecified)	23	18	-3	0	0.0	-3.0	5	1	-1	91
COC(=O)c1ccc(CNC(=O)c2ccc3c(c2)NC(=O)CS3)cc1	?	-11	-18	0	-0.1	-1.3	3	-11	5	104
O=C(CSc1nccn1-c1ccccc1)NO	15	-3	-2	0	-0.1	-0.3	23	0	4	96
COc1ccc(-n2c(SCC(=O)N(C)C3CCS(=O)(=O)C3)nc3ccc(O)cc3c2=O)cc1OC (stereo unspecified)	-1	22	-5	1	-0.3	-2.8	-1	-8	2	84
OCC1(CCc2ccccc2)CCCN(CCCc2ccccc2)C1 (stereo unspecified)	0	9	26	-2	0.1	-1.0	-5	-8	0	100
O=C(Cc1n[nH]c(=O)c2ccccc12)Nc1cc(C(F)(F)F)ccc1-n1cncn1	-2	-1	-4	0	0.1	0.6	1	7	3	101
CCOc1ccc(NC(=O)COC(=O)c2c(OC)cccc2OC)cc1	-5	-2	-9	2	0.6	-2.5	8	3	6	99
CCC(C)Sc1nc2c(cnn2-c2ccccc2)c(=O)[nH]1 (stereo unspecified)	?	0	-6	-6	7.7*	11*	7	-3	0	96
N/C(=N\OC(=O)Cc1cccs1)c1ccc(Br)cc1	12	-34	-12	-3	0.5	-0.4	0	3	-4	99
CC(C)(C)c1nnc2sc(SC/C(O)=C(\C#N)c3nc4ccccc4[nH]3)nn2c1=O	0	3	-3	6	0.1	-1.6	9	-4	-2	98
O=C(O)Cn1c(COc2ccc(Cl)cc2)nc2ccccc21	-2	-18	-16	0	-0.2	-0.6	12	0	-1	96
Cc1noc(C(=O)N2CCN(c3ccccc3)CC2)c1Cl	.	.	-6	-1	-0.1	0.4	10	5	10	98
Fc1cccc(NC(=S)NCc2ccc(Cl)cc2)c1	13	-2	-15	1	-0.1	-0.6	-6	-4	-6	101
O=C(NCCc1ccc(O)c(O)c1)C1COc2ccccc2O1 (stereo unspecified)	6	2	-4	-4	-0.1	0.2	6	14*	23	96

Other records
Structure	Vif inh	PDI turbidity	CaV13 ICDI inh	Glyco luc inh	aDG glyco up	MC4R ag barr	MC4R antag cAMP	HTR2A ag	Cardio protect	ABCB6 inh MLPCN
Cc1ccccc1N(C(=O)c1snc(C(N)=O)c1N)C(C)C(=O)NC1CCCCC1 (stereo unspecified)	15	5	-6	1	0.0	0.0	21	5	4	97
CCn1c(C)nc2cc(-c3nc4n(n3)Cc3ccccc3-4)ccc21	-5	-2	.	-19	0.2	1.4	1	2	-37	101
COc1ccccc1NC(=O)c1ccc(CSc2ccccc2)o1	8	7	-6	1	-0.3	-2.8	-2	-6	7	95
C/C(=N/NC(=O)C1COc2ccccc2O1)c1ccc(Br)s1 (stereo unspecified)	10	3	-3	3	0.2	13*	2	6	-3	94
CC(SCc1ccc(C(=O)O)o1)c1ccc(C(=O)O)o1 (stereo unspecified)	-11	6	-5	1	-0.1	-0.2	6	0	6	94
CC1(C)CC(=O)c2sc(NS(=O)(=O)c3ccc(Cl)cc3)nc2C1	5	2	-5	-1	-0.1	0.4	8	-8	-2	95
Cc1cccc(C)c1OCC(O)Cn1c2ccccc2c2ccccc21 (stereo unspecified)	6	5	-4	-6	2.3	-1.8	2	10	-17	91
OC(CNCC1COc2ccccc2O1)COCc1cccs1 (stereo unspecified)	10	8	-4	0	0.3	-0.2	2	4	7	99
Cc1cc(C)n2[nH]c(=O)c(N=Nc3ccc(S(N)(=O)=O)cc3)c2n1	-5	16	-5	1	0.0	-2.2	-30	3	10	94
CC(=O)Nc1cccc(NC(=O)CS(=O)(=O)c2cn(CC(=O)N3CCOCC3)c3ccccc23)c1	-7	5	-2	1	-0.2	-1.5	12	3	-5	100
COc1ccc(Br)cc1/C=N/NC(=O)c1ccc2nc[nH]c2c1	6	17	-2	1	0.1	0.6	-4	1	8	92
C=CC[n+]1c(-c2ccc(OC)c(OC)c2)csc1NNC(=O)Nc1ccccc1	-6	2	-6	-5	1.4	2.0	-1	8	-16	96
O=C(NCCOc1ccccc1)C1CCC(=O)N(CCc2ccccn2)C1 (stereo unspecified)	-5	-7	-2	1	-0.6	-1.0	8	-4	3	114
COc1ccc(NC(=O)C2CC(=O)NC3=C2C(=O)CC(C)(C)C3)cc1 (stereo unspecified)	5	-5	-7	1	0.3	-1.0	3	-2	-5	101
Cc1ccc(-n2c(C)cc(/C=N/NC(N)=S)c2C)cc1	0	-5	-19	-2	2.4	-1.7	4	4	-12	93
COc1ccc(NC(C)=O)cc1NC(=O)C1CCN(C(=O)Nc2ccccc2)CC1	8	3	-6	-2	-0.1	0.4	10	-2	-1	99
CC12CCC(=O)CC1CCC1C2CCC2(C)C1CCC2(O)C(=O)CO (stereo unspecified)	17	-1	-4	1	-0.3	-0.8	-3	1	-2	91
CC(C)(Cc1ccc(O)cc1)NC(=O)CC(=O)N/N=C/c1ccc(Cl)cc1	0	6	-29	10	0.0	-0.8	9	-4	-2	100
COc1cccc(OCC(=O)Nc2c3c(nn2-c2ccc(F)cc2)CS(=O)(=O)C3)c1	8	0	-3	3	0.2	-2.4	0	8	-1	103
CN(C)Cc1c(C(=O)N/N=C/c2ccc(OCc3c(F)cccc3Cl)cc2)nnn1-c1nonc1N	-3	12	-3	-4	0.7	0.9	8	-2	-1	96

The listing continues:
Structure	Vif inh	PDI turbidity	CaV13 ICDI inh	Glyco luc inh	aDG glyco up	MC4R ag barr	MC4R antag cAMP	HTR2A ag	Cardio protect	ABCB6 inh MLPCN
CCOc1ccc(Br)cc1S(=O)(=O)Nc1ccc(NC(=O)c2ccccc2F)cc1	-4	14	-3	0	-0.2	-0.9	3	1	-4	91
CC(C)C[C@H]1COCCS(=O)(=O)N1Cc1ccccc1F	-3	-3	-10	2	6.1*	-0.7	10	-2	-8	89
CCCn1c(NCCO)nc2ccccc21	2	1	-9	2	-0.1	-2.1	9	0	9	101
CN(C)N1C(=O)/C(=C/c2ccco2)SC1=Nc1ccccc1	-2	-10	-5	0	-0.2	4.6	1	4	9	93
c1ccc2c(c1)oc1c(NCCN3CCOCC3)ncnc12	10	-3	-10	-1	0.0	-1.1	-1	-1	0	99
O=C(COC(=O)CNS(=O)(=O)c1ccc(Br)cc1Cl)NC1CC1	-3	2	-7	-1	0.0	-1.0	16	5	-3	87
CC(=O)Nc1c2c(nn1-c1cccc(C)c1)CSC2	?	8	-12	2	-0.2	0.1	1	2	0	105
O=C(O)COc1ccc(/C=N/NC(=O)c2cn(-c3ccccc3)nc2-c2ccccc2)cc1	-6	0	-3	-1	-0.2	-0.4	4	-7	6	92
COc1ccnc2c1c(=O)n(Cc1ccc(Cl)cc1Cl)c(=O)n2C	9	0	-7	0	0.0	0.0	2	-4	-3	107
CN(C)c1ncnc2c1nnn2C1OC(CO)C(O)C1O (stereo unspecified)	.	-3	-6	-6	-0.4	1.0	14	5	-1	104
Cc1nn(C)c(C)c1S(=O)(=O)N(CC(=O)NCCCN1CCC(C)CC1)c1ccc(C(C)C)cc1	11	10	-7	-4	0.0	0.7	0	-9	-1	102
O=C(Cc1cccc2ccccc12)NCC1CCCO1 (stereo unspecified)	.	9	.	1	-0.4	0.4	3	2	8	99
Cc1ccc(N(CC(=O)NCc2ccccc2)C(=O)CCC(=O)Nc2ccccn2)c(C)c1	5	3	-3	0	0.0	-0.9	27	1	4	92
O=c1oc2ccccc2c2c1ccc1ccccc12	-1	4	-6	5	-0.2	-0.4	7	-1	3	94
CC(Oc1ccc2ccc(=O)oc2c1)C(=O)NC1CCN(Cc2ccccc2)CC1 (stereo unspecified)	-3	-7	-5	-1	-0.1	2.2	1	2	5	95
CCC(CO)Oc1cc(NCc2ccccc2O)c2ncn(C(C)C)c2c1 (stereo unspecified)	-1	10	-5	5	2.0	-1.5	10	3	10	85
CCOC(=O)N1CCN(C(=O)c2ccc3c(c2)N(CC)CCS3)CC1	-8	.	-7	-1	-0.1	0.5	4	7	1	100
CN(C)c1ccc(O)c2c1CC1CC3[C@@H](N(C)C)C(=O)C(C(N)=O)=C(O)[C@]3(O)C(=O)C1=C2O (stereo partly specified)	-3	1	-5	-1	-0.3	0.3	1	7	17	98
CC(=O)Nc1ccc(-c2csc(NC(=O)Cc3ccccc3F)n2)cc1	-2	0	-7	0	-0.1	-1.0	-1	1	10	100
CN(c1ccc(OCC(=O)OCC(=O)Nc2ccccc2)cc1)S(=O)(=O)c1cccs1	.	-19	-6	1	0.0	-0.6	31*	-4	3	92

Additional records follow.
Structure	Vif inh	PDI turbidity	CaV13 ICDI inh	Glyco luc inh	aDG glyco up	MC4R ag barr	MC4R antag cAMP	HTR2A ag	Cardio protect	ABCB6 inh MLPCN
O=C(NCc1ccc2c(c1)OCO2)C1CCCN1C(=O)Nc1ccccc1 (stereo unspecified)	-3	-4	-8	1	0.0	0.6	9	0	3	98
COc1ccccc1NC(=O)c1cc(S(=O)(=O)N2CCCC2)cn1C	.	.	-10	3	-0.3	0.3	5	2	0	93
Nc1ccc(C(=O)NCCCCCCNC(=O)c2ccc(N)cc2)cc1	-11	2	-2	1	-0.1	-3.1	8	1	6	97
C1COCCNCCOCCOCCN1	7	-3	-4	-1	-0.2	1.2	-2	-3	10	142
Cc1cccc2sc(N(CCCN3CCOCC3)C(=O)CS(=O)(=O)c3ccc(F)cc3)nc12	-9	14	-6	1	-0.2	4.1	16	-5	19	94
Cc1cccc(-c2nnc(SCCC(=O)N3CCOCC3)o2)c1	-2	-8	-8	-1	0.0	-0.3	10	0	5	93
